RXFP1 antagonist: blocks the human relaxin receptor RXFP1 | Q9HBX9 | HEK293-RXFP1, relaxin-stimulated cAMP HTRF, 30 min; stronger effect = lower value | activity change, negative = inhibition, % at 57.5 µM | 0.59% of 350,000 active;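 active means activity change of -60% or lower, but not beyond a set lower limit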; further: on the % scale 0 is the no-effect control and ±100 the full control effect
Target sequence (Q9HBX9 whole entry, looked up): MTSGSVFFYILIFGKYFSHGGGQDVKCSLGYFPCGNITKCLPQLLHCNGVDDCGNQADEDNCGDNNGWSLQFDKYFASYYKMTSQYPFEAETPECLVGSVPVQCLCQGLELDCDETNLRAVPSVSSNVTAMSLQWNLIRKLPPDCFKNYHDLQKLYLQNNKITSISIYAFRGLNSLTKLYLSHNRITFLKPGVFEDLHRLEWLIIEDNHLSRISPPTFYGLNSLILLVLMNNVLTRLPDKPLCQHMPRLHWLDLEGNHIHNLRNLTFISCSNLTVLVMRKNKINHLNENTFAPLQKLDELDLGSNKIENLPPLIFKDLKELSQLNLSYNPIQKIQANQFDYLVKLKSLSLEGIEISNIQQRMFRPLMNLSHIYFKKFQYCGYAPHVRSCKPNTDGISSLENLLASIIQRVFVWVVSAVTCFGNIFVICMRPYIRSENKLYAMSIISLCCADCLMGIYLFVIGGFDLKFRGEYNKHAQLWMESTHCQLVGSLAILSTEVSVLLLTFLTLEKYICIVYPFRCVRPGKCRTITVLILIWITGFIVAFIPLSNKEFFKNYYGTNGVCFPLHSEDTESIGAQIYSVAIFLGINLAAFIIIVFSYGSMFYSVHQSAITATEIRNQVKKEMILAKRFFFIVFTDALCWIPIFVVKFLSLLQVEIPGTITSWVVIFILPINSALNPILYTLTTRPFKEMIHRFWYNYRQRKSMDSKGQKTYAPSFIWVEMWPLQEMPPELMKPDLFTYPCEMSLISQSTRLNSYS
TRHR ag: activates the human TRH receptor; TRHR cells, calcium flux fluo-8, FDSS agonist mode; activation, % at 2 µM; 0.18% of 360,000 active; further: 0% is about no effect
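TRHR-expressing cells, plated overnight in medium with 10% serum, were loaded with fluo-8 calcium dye at room temperature. After a 10 s baseline, library compound was pin-added and calcium release was recorded kinetically (ex 480/em 530) as agonist response.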
D1 agonist: activates the human D1 dopamine receptor | 1% of 360,000 active | activation, % at 2 µM | P21728 | HEK293 T-REx D1 cells, calcium flux, agonist mode; further: 0% is about no effect
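Inducible HEK293 T-REx D1 cells, force-coupled to calcium signalling, were plated at 4000 cells/well with tetracycline and held overnight at 30 C. After no-wash calcium dye loading, compound-evoked calcium rise over 180 s flagged agonists.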
D2 ag: D2 dopamine receptor (human) agonism; HEK293 T-REx D2 cells, calcium flux agonist mode; 0.53% of 340,000 active; P14416; AID 485358; activation, % at 2 µM;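 active means activation over 3 SD above normal in the single-dose calcium agonist read, cut at about 30% in these data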; further: 0% is about no effect
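Agonism scored from kinetic calcium signal (1 read/sec, 180 s) following compound pin transfer, after a 10 s baseline. Cells: HEK293 Trex line expressing inducible D2 receptor coupled to calcium, dye-loaded after overnight culture at 30 C.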
D1 PAM: enhances dopamine response at the human D1 receptor | P21728 | HEK293 TREx D1 cells, calcium flux, dopamine EC20 potentiation | potentiation, % at 10 µM | 0.036% of 360,000 active | AID 504651; in the data active means potentiation above about 30%; further: 0% is about no effect
D1 antag: human D1 dopamine receptor antagonism; P21728; HEK293 TREx D1 cells, calcium flux, dopamine EC80; stronger effect = lower value; activity change, negative = inhibition, % at 10 µM; 3.2% of 360,000 active; AID 504652; in the data active means activity change below about -30%; further: on the % scale 0 is the no-effect control and ±100 the full control effect
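After overnight tetracycline induction at 30 C, force-coupled D1 HEK293 cells took up a no-wash calcium dye at room temperature. Compounds were added and monitored 180 s, and the response to EC80 dopamine was then recorded.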
D2 antag: antagonizes the human D2 dopamine receptor; HEK293 TREx D2 cells, calcium flux, dopamine EC80; inhibition, % at 10 µM; 2% of 340,000 active; in the data active means inhibition above about 30%; further: 0% is about no effect
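HEK293 T-REx D2 cells, tet-induced, calcium dye no-wash. Cpd pintool add, 180 s kinetic, then EC80 DA, 180 s kinetic. Ca flux read.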
D2 PAM: positive allosteric modulators of human D2 dopamine receptor | P14416 | HEK293 T-REx D2, calcium flux, EC20 dopamine potentiation | potentiation, % at 10 µM | 0.34% of 340,000 active;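 active means potentiation over 3 SD above the plate norm, cut at about 30% in these data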; further: 0% is about no effect
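Potentiation of an EC20 dopamine calcium response measured kinetically over 180 s, after a preceding 180 s compound-only read flagging agonists. Cells: inducible Hek293 Trex D2 line, 4000/well, cultured overnight at 30 C before dye loading.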
TRHR enhancer: TRH receptor (human) allosteric enhancement; enhancement, % at 2 µM; 0.66% of 360,000 active; P34981; TRHR cells, fluo-8 calcium fluorescence, EC20 TRH enhancement; in the data active means enhancement above about 30%; further: 0% is about no effect
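TRHR-expressing cells loaded with fluo-8 calcium dye were read kinetically (ex 480/em 530) during compound addition, then stimulated with an EC20 of TRH (10 nM final). Enhancement of the Gq-mediated intracellular calcium response was scored.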
* = called active by the depositor; · = no result given; & = joins results of further samples. Unless noted, no stated cut-off is given here; in the data, active means activation above about 30%; inactive means the rest.

SMILES	RXFP1 antagonist	TRHR ag	D1 agonist	D2 ag	D1 PAM	D1 antag	D2 antag	D2 PAM	TRHR enhancer
O=C(C[n+]1ccc(/C=N/O)cc1)NCc1ccccc1	-4	0.7	0	-0.7	-4	-19	7	5	0
O=C(COc1ccc2ccccc2c1)NCCNC(=O)COc1ccc2ccccc2c1	-28	0.2	5	1.2	-1	1	3	3	0
C=CCNC(=O)COc1ccc(N(C)S(=O)(=O)c2ccc(NC(C)=O)cc2)cc1	-18	-0.2	6	0.4	-8	-13	8	1	-2
Cc1c(CC(=O)NCc2ccccc2)c(=O)oc2c(C)c(O)ccc12	2	-1.1	-1	-0.8	-2	-2	·	4	-1
COC(=O)C(C)Oc1ccc(-c2nccc(-c3cccs3)n2)cc1 (configuration not stated)	1	0.6	4	0.2	-8	-7	-13	14	1
CC(C)(C)C(=O)Nc1cccc(-c2nc3ccccc3[nH]2)c1	-32	-0.3	-3	0.2	-5	-11	7	-8	9
C[N+]1(C2CCC3CCCC2C3O)CCCC1 (configuration not stated)	-7	-0.6	1	1.0	-3	-6	4	-9	-1
COc1ccc2c(c1)c1c(c(=O)n(Cc3ccccc3)c(=O)n1Cc1ccc(C)cc1)n2C	·	0.6	2	0.9	-1	3	·	-3	0
CCOC(=O)c1sc2nc(C)nc(NCc3ccccc3OC)c2c1C	-3	-0.3	9	0.7	2	-8	5	-1	1
CCOc1ccccc1NC(=O)CN1C(=O)COc2ccc(Cl)cc21	9	-0.2	2	-0.7	-4	-4	-23	16	-8
CCN(CC(=O)Nc1ccc(NC(C)=O)cc1)C(=O)c1ccc(NC2CC2)c([N+](=O)[O-])c1	7	-0.4	2	-1.0	0	-17	-3	0	1
CC(=O)c1cc(CN2C(=O)c3ccccc3C2=O)cs1	-6	0.4	4	0.9	-4	-7	-7	-2	2
O=C(NCCSc1c[nH]c2ccccc12)c1ccccc1Cl	-9	-0.5	1	-0.1	2	-6	·	0	-7
O=C(CNC(=O)c1cccc(F)c1)N/N=C/c1cc(Br)ccc1OCc1ccccc1	-4	-0.1	4	·	3	-12	·	·	7
Cc1cccc(N=C2NC(=O)CS2)c1	0	0.0	1	-0.3	0	5	-17	-9	-1

Some of the entries so far, comma-delimited.
Molecule,RXFP1 antagonist,TRHR ag,D1 agonist,D2 ag,D1 PAM,D1 antag,D2 antag,D2 PAM,TRHR enhancer
O=C(C[n+]1ccc(/C=N/O)cc1)NCc1ccccc1,-4,0.7,0,-0.7,-4,-19,7,5,0
O=C(COc1ccc2ccccc2c1)NCCNC(=O)COc1ccc2ccccc2c1,-28,0.2,5,1.2,-1,1,3,3,0
C=CCNC(=O)COc1ccc(N(C)S(=O)(=O)c2ccc(NC(C)=O)cc2)cc1,-18,-0.2,6,0.4,-8,-13,8,1,-2
Cc1c(CC(=O)NCc2ccccc2)c(=O)oc2c(C)c(O)ccc12,2,-1.1,-1,-0.8,-2,-2,·,4,-1
COC(=O)C(C)Oc1ccc(-c2nccc(-c3cccs3)n2)cc1 (configuration not stated),1,0.6,4,0.2,-8,-7,-13,14,1
CC(C)(C)C(=O)Nc1cccc(-c2nc3ccccc3[nH]2)c1,-32,-0.3,-3,0.2,-5,-11,7,-8,9
C[N+]1(C2CCC3CCCC2C3O)CCCC1 (configuration not stated),-7,-0.6,1,1.0,-3,-6,4,-9,-1
COc1ccc2c(c1)c1c(c(=O)n(Cc3ccccc3)c(=O)n1Cc1ccc(C)cc1)n2C,·,0.6,2,0.9,-1,3,·,-3,0
CCOC(=O)c1sc2nc(C)nc(NCc3ccccc3OC)c2c1C,-3,-0.3,9,0.7,2,-8,5,-1,1
CCOc1ccccc1NC(=O)CN1C(=O)COc2ccc(Cl)cc21,9,-0.2,2,-0.7,-4,-4,-23,16,-8
CCN(CC(=O)Nc1ccc(NC(C)=O)cc1)C(=O)c1ccc(NC2CC2)c([N+](=O)[O-])c1,7,-0.4,2,-1.0,0,-17,-3,0,1
CC(=O)c1cc(CN2C(=O)c3ccccc3C2=O)cs1,-6,0.4,4,0.9,-4,-7,-7,-2,2
O=C(NCCSc1c[nH]c2ccccc12)c1ccccc1Cl,-9,-0.5,1,-0.1,2,-6,·,0,-7
O=C(CNC(=O)c1cccc(F)c1)N/N=C/c1cc(Br)ccc1OCc1ccccc1,-4,-0.1,4,·,3,-12,·,·,7
Cc1cccc(N=C2NC(=O)CS2)c1,0,0.0,1,-0.3,0,5,-17,-9,-1

(next part)
SMILES	RXFP1 antagonist	TRHR ag	D1 agonist	D2 ag	D1 PAM	D1 antag	D2 antag	D2 PAM	TRHR enhancer
CC(C)(C)c1ccc(NC(=O)COC(=O)c2ccc(CN3CCCC3=O)cc2)cc1	-1	0.8	9	·	-4	-8	·	·	7
CC(C)CCN1CCN(C2CCN(c3ccccc3)CC2)CC1CCO (configuration not stated)	14	0.7	2	0.4	-2	-2	-5	-2	-2
O=C(Nc1ccc2oc(-c3ccncc3)nc2c1)c1cccs1	0	-2.0	6	1.5	-5	5	15	·	-1
CC(C)C(=O)NNC(=O)c1csc(-c2cccs2)n1	-11	-0.6	1	-1.3	-2	2	0	6	32*
CC(C)Nc1nc(SC(C)C(=O)Nc2ccccc2)nc(N(C)C)n1 (configuration not stated)	-7	0.0	13	-0.5	-6	-7	-10	9	5
c1ccc(CCC2=NCCn3cccc32)cc1	-8&8	0.5	3	·	-1	2	·	·	3
O=C1CCc2cc(S(=O)(=O)Nc3ccc(C(F)(F)F)cc3)cc3c2N1CC3	-6	-0.2	0	-0.2	0	-8	-25	13	10
CCc1cc(=O)oc2c(C)c(OC(C)C(=O)N3CCC[C@@H]3C(=O)O)ccc12 (some centres not stated)	·	-0.9	2	-0.6	-5	9	18	-6	-1
Cc1ccc(C(=O)CCNc2ccc(F)c(Cl)c2)o1	2	-0.7	6	-0.1	-1	0	-3	-5	-2
Cc1cccc(NC(=S)NCc2ccc3c(c2)OCO3)c1	-10	-1.3	11	-0.6	-7	-4	-5	4	6
Cc1ccc(C)c(S(=O)(=O)NCCCN2CCOCC2)c1	-20	0.1	1	0.4	4	-10	-7	-1	-2
Cc1ccc(Cn2nnnc2CN2CCC(O)(c3cccnc3)CC2)cc1	-3	-0.3	0	0.1	3	3	-6	4	-4
CCCCNC(=O)C1CCCN(c2nnc(C)c3c(C)n(-c4ccc(Cl)cc4)nc23)C1 (configuration not stated)	-11	-0.8	2	-0.5	-2	1	·	9	-2
CCCOC(=O)c1ccc(O)c(OC)c1	-9	0.7	0	-1.5	-6	-6	-16	-4	0
CCC(=O)N1CCc2cc(Br)cc(S(=O)(=O)N3CCCC(C(=O)Nc4cc(C)ccc4OC)C3)c21 (configuration not stated)	·	-0.4	-3	-0.5	0	-11	·	-3	3
COc1ccccc1-c1nnc(NC(=O)OCC(C)C)s1	-4	0.1	5	-0.9	-2	-3	14	-13	8
O=C(N[C@@H](CO)C(=O)NCc1ccccc1)c1ccc(C(F)(F)F)cc1	·	-0.5	2	-1.1	-1	-4	27	-2	4
COc1ccc(-c2cc(CNS(=O)(=O)c3cc(OC)ccc3OC)on2)cc1	3	0.2	1	-1.4	-1	-4	5	21	-1
CCCCC(CC)CNC(=O)CCCCn1c(=O)[nH]c2ccsc2c1=O (configuration not stated)	-10	-0.5&-0.5	-1&1	-0.5&-1.3	5&-1	10&-27	0	3&6	-1&6
COc1cccc(NC(=S)N2CCc3cc(OC)c(OC)cc3C2COc2ccc3c(C)cc(=O)oc3c2)c1 (configuration not stated)	-1	4.6	3	0.3	-2	-9	5	4	-6
O=C(NCc1ccco1)Nc1cccs1	-7	1.7	5	0.2	-3	-3	19	9	-9
Brc1ccc(-c2csc(N3CCOCC3)n2)cc1	1	0.4	5	-0.4	-10	-9	1	-4	-5
CCn1nc(C)c(CNC(=O)C2CCC(=O)N(Cc3cccc(F)c3)C2)c1C (configuration not stated)	6	0.4	2	-0.4	1	-7	8	-4	32*
COc1ccc(-c2ccc3nnc(SCC(=O)Nc4ccc(NC(C)=O)cc4)n3n2)cc1	-1	-0.7	-2	1.3	-4	-6	-13	-2	0
Cc1ccc(C(=O)NCc2nnc(SCC(=O)Nc3sc4c(c3C#N)CCCC4)n2C)cc1	-19	0.7	5	-0.1	-2	-13	4	-3	-3
CN(C)c1ccc(C(=O)Nc2nc3c(s2)CCCC3)cc1	·	-0.4	1	-2.6	10	12	-19	-25	-5
CC1CCCCC1NC(=O)COC(=O)c1ccc(S(=O)(=O)NCc2ccco2)cc1 (configuration not stated)	-2	-0.4	2	-0.4	-1	8	-5	0	6
Cc1cccc(N2CCN(C(=O)CCn3c(=O)[nH]c4ccsc4c3=O)CC2C)c1 (configuration not stated)	-10	-1.7	-4	-2.1	-6	-13	-1	21	32*
CCOC(=O)C1CCN(C(=O)NC23CC4CC(CC(C4)C2)C3)CC1	-2	-0.9	3	-0.4	-6	-11	-1	7	1
O=C(CSc1ccc2c(c1)OCCO2)NC(=O)Cc1ccccc1	-7	-0.4	3	-0.9	0	-20	-8	2	-5
